KDM5B inhibitor: Primary screen for KDM5B Histone Demethylases FDH-coupled qHTS. AID 1347165, 2019. KDM5B demethylase, FDH-coupled NADH fluorescence (FDH is formaldehyde dehydrogenase). 220,000 compounds, 2.6% hits. Potency, µM (top dose mostly 57.7 µM), inactives show at the highest dose activity change, negative = inhibition, hits mostly inhibitors; active means well fitted inhibition curve with a large enough effect; inconclusive means small, poorly fitted or top-dose-only effect; inactive means no such curve, though single readings can be large or run the other way; further: 0% is about no effect; nearly all actives have a fitted effect of over 70% in size
Target sequence (Q9UGL1 whole entry, looked up): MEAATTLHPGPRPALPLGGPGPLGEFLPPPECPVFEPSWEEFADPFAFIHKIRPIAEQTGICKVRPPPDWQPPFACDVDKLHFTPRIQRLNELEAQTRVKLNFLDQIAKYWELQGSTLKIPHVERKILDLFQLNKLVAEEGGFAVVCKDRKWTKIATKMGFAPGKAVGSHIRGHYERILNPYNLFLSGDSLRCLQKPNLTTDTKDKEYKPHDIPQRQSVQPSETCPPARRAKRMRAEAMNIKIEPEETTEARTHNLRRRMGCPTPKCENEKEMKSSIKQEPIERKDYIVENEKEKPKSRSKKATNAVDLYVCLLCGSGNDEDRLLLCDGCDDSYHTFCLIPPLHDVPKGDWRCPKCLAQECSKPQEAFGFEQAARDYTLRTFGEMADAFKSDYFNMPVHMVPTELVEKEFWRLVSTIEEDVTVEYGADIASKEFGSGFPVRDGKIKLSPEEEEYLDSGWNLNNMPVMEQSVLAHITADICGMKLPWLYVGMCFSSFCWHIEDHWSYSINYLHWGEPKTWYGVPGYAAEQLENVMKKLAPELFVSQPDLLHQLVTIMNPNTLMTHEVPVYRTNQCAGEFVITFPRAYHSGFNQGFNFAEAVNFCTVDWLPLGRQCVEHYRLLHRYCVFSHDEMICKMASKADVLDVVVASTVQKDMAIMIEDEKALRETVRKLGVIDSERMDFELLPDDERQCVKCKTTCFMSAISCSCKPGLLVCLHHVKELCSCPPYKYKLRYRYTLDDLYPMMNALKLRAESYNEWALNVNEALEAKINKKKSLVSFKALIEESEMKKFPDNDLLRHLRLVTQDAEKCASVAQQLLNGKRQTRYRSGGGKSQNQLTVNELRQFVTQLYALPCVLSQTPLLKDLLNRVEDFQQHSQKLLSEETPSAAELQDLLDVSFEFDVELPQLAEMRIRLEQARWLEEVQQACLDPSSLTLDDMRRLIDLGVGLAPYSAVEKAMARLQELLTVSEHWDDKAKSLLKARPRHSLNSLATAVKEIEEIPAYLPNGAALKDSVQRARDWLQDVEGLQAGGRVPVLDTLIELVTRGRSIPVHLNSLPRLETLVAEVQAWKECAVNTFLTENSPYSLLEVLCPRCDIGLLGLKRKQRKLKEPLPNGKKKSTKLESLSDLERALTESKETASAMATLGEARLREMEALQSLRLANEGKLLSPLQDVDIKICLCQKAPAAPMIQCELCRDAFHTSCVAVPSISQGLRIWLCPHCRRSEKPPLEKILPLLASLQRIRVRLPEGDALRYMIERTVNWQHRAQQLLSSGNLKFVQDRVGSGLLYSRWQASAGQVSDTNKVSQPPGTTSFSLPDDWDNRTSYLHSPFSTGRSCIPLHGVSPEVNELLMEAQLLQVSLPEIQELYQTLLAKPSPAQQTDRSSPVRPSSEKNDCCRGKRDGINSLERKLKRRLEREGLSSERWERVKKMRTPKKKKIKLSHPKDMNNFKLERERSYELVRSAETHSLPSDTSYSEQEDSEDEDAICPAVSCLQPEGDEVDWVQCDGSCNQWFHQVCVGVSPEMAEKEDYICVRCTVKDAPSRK
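Here, H3K4me3 peptide (12.5 µM in substrate mix) is demethylated by KDM5BΔAP, 200 nM final, after 10 min compound exposure. Formaldehyde product is coupled through FDH (0.25 U/mL in mix) to NADH fluorescence; 30-min ΔRFU feeds dose-response curves.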
The depositor's hits bear a star; ? = inconclusive; & = joins results of further samples; [ ] = remark or other dose. Potency means the concentration at half of the fitted maximal effect. An excerpt. The share of hits here may be higher or lower than overall.

| canonical_smiles | KDM5B inhibitor |
| --- | --- |
| Nc1nccnc1C(=O)NCc1csc(Br)c1 | ? |
| O=C(/C=C/c1ccccc1Cl)N[C@@H]1C[C@H]2CC[C@@H]1C2 | 14.3% |
| CCCn1c(=O)n(CC(=O)Nc2ccccc2OCC)c(=O)c2c1nc(C)n2CCOC | -1.8% |
| Cc1ccc(C(=O)NC(NC(=O)c2ccc(Cl)cc2)C(Cl)Cl)cc1 (stereo not drawn) | 18.4% |
| Cc1ccc(C(=O)Nc2nc(N)n(-c3ccccc3)n2)cc1 | 5.8% |
| CCOc1ccc(C(=O)Nc2ccc3sc(NC(=O)C(C)C)nc3c2)cc1 | -5.2% |
| COc1ccc2c(C)c(CC(=O)Nc3ccc(F)cc3F)c(=O)oc2c1OC | -20.7% |
| CC1=C(C(=O)Nc2ccc(F)cc2)C(c2ccc(N(C)C)cc2)NC(=O)N1 (stereo not drawn) | -3.4% |
| CCCCCCCCCS(=O)(=O)N/N=C/c1ccc([N+](=O)[O-])cc1 | ? |
| CN(C)c1ncc2c(n1)C(C)(C(=O)NCc1cccc(Cl)c1)CCC2 (stereo not drawn) | 39.8µM* |
| N#Cc1nc(-c2cccs2)oc1N1CCCCC1 | ? |
| COc1cc(Cl)ccc1C(=O)NCc1nnc2c(-c3nc(C4CC4)no3)cccn12 | -27.0% |
| C/C(=N/NC(=O)c1ccc(Cl)cc1)C1CC1 | 51.5%[activator] |
| COc1ccc(NC(=O)Cn2c(=O)n(-c3ccccc3)c(=O)c3c4c(sc32)CCCC4)cc1 | 0.9% |
| O=C(NCCC(=O)N1CCCC1)C1CCCCC1 | -14.1% |
| O=C(COc1ccc(Cl)cc1)Nc1ccc2oc(-c3ccncc3)nc2c1 | 4.3% |
| O=S(=O)(c1ccccc1)N1N=C(c2cccs2)CC1c1cccc(O)c1 (stereo not drawn) | -0.4% |
| CN(C)CCCNc1cc(N2CCN(C3CCCCC3)CC2)c2noc3c2c1C(=O)c1ccccc1-3 | -60.8% |
| CCNC(=O)N[C@H]1[C@H](O)[C@@H](N(C)CCc2ccccn2)[C@@H]2OC[C@H]1O2 | ? |
| Cn1c(=O)c2c(nc(NC3CCCCC3)n2Cc2ccc(Cl)c(Cl)c2)n(C)c1=O | 6.0% |
| Cc1ccc(CN2CCCCCNC(=O)CC2c2ccccc2)s1 (stereo not drawn) | -4.3% |
| CC(=O)N1CCC(Nc2cc(-c3ccc(Cl)cc3)nc3c(C)noc23)CC1 | -21.8%[86.2 µM] |
| Cc1cccc(C)c1NC(=O)CN(C)S(=O)(=O)c1c(C)noc1C | 10.5% |
| CC(C)CCSCC(=O)NCc1cccc(CN2CCCC2)c1 | ? |
| O=C(Nc1cccc2ncccc12)c1cc([N+](=O)[O-])ccc1Cl | 24.8% |
| O=C(NCc1cccnc1)[C@@H]1C[C@@H](O)CN1C1CCN(C(=O)CN2CCCCCC2)CC1 | -22.3% |
| COc1ccc(C(=O)N2CCC3(CC2)CC(O)CCO3)c(C)c1 (stereo not drawn) | -9.2% |
| O=C(O)C(c1c[nH]c2cc(F)ccc12)N1CCN(Cc2ccccc2)CC1 (stereo not drawn) | 1.1% |
| C=CCNC(=S)NNC(=O)C(C)(C)O | 12.4% |
| CCc1cccc(C)c1NC(=O)CCn1c(=O)c2cccn2c2ccccc21 | ? |
| N#Cc1nc(-c2cccs2)oc1N1CCN(c2ccccc2)CC1 | ? |
| c1cc(CNCc2ccc3c(c2)OCO3)c2cc[nH]c2c1 | 24.6% |
| Cc1c(C2=CCN(S(=O)(=O)c3cccc(Cl)c3)CC2)c2ccccc2n1CC(=O)N1CCCC1 | ? |
| O=C(COc1ccc(F)cc1)N1CCCC(n2cc(-c3nc(C4CC4)no3)nn2)C1 (stereo not drawn) | -12.9% |
| CN1CC(=O)N(CC(=O)Nc2ccc(Cl)c(C(F)(F)F)c2)c2ccccc2C1=O | 3.5% |
| O=C(CCS(=O)(=O)c1nc(-c2cccs2)cc(C(F)(F)F)n1)Nc1ccc(F)c(Cl)c1 | ? |
| CN1C(=O)CC(C(=O)O)C12CCN(Cc1nc(C(=O)O)co1)CC2 (stereo not drawn) | -19.6% |
| CCc1ccc(NC(=O)c2cc3nc(-c4ccc(C)cc4)cc(C(F)(F)F)n3n2)cc1 | -2.8% |
| Cc1sc(/N=C/c2c[nH]c3ccccc23)c(C#N)c1C | -15.0% |
| O=C(c1cc2c(Cl)nc3ccccc3c2s1)N1CCCCC1 | -15.7% |
| CN(CC(=O)NC(=O)NC1CCCCC1)Cc1ccc(C(F)(F)F)cc1 | 1.5% |
| N#Cc1ccc(CN2CCC[C@H]2c2nc(-c3ccnc(N4CCOCC4)c3)no2)cc1 | 35.5µM* |
| Cc1cc(=O)n(CC(=O)Nc2ccc(C(F)(F)F)cc2)c(N2CCc3ccccc3C2)n1 | -39.6% |
| Nc1nc(C2CC(NC(=O)CCc3nc4ccc(F)cc4[nH]3)C2)cc(=O)[nH]1 (stereo not drawn) | -12.4% |
| COc1ccc(N2CCN(C(=O)c3noc4c3CCCCC4)CC2)cc1 | -10.6% |
| COCCn1cc2c3c(cccc31)CN(C(=O)c1cccc(C(F)(F)F)c1)CC2 | 28.2µM* |
| CCOc1ccc(S(=O)(=O)c2cn(Cc3ccccc3C)c3cc(OC)c(OC)cc3c2=O)cc1 | ? |
| O=C(CCC1N=C2c3ccccc3N=C(SCc3ccccc3Cl)N2C1=O)NCc1cccs1 (stereo not drawn) | -11.9% |
| COc1ccc(CNC(=O)c2sc(NCCc3ccccc3)nc2C)cc1 | 14.0% |
| COc1ccc(/C=C/C(=O)O/N=C(\N)c2cccnc2)cc1OC | ? |
| CN(C)C(=O)c1ccc(NC(=O)CSc2ccc(F)cc2)cc1 | 22.2% |
| CC(C)NC(=O)c1ccccc1OCC1CCCN(Cc2ccc(F)cc2)C1 (stereo not drawn) | -1.4% |
| CC(C)c1cc(C(=O)N2CCCc3ccccc32)c2ccccc2n1 | 14.6% |
| C/C(=N\Nc1ccccc1C)c1cccnc1 | -4.4% |
| Cc1cc(C)c(NC(=O)C(=O)NCC(c2cccnc2)N2CCN(c3ccccc3F)CC2)c(C)c1 (stereo not drawn) | 7.8%&19.2% |
| COc1ccc(C(=O)NC2CCN(c3cnn(C)c(=O)c3)CC2)c(OC)n1 | 6.4% |

Reformatted: four of the compounds above.
COc1ccc(C(=O)N2CCC3(CC2)CC(O)CCO3)c(C)c1 (stereo not drawn)
  KDM5B inhibitor: -9.2%

COc1cc(Cl)ccc1C(=O)NCc1nnc2c(-c3nc(C4CC4)no3)cccn12
  KDM5B inhibitor: -27.0%

COc1ccc(/C=C/C(=O)O/N=C(\N)c2cccnc2)cc1OC
  KDM5B inhibitor: ?

N#Cc1nc(-c2cccs2)oc1N1CCCCC1
  KDM5B inhibitor: ?

(list continues)
| canonical_smiles | KDM5B inhibitor |
| --- | --- |
| COc1ccc2[nH]c(=O)c(CN(C)C(=O)c3ccccn3)cc2c1 | ? |
| CCNC(=O)N1CCCCC1c1noc(COCC2CC2)n1 (stereo not drawn) | 9.0% |
| COCC1CN(S(=O)(=O)c2cc(F)ccc2C)CC12CCNCC2 (stereo not drawn) | -18.0% |
| O=C(CCNC(=O)c1ccc(Cl)cc1)Nc1ncccc1O | ? |
| O=[N+]([O-])c1cccc(OC[C@@H](O)CN2CCC(C(O)(c3ccccc3)c3ccccc3)CC2)c1 | 4.5% |
| CC(NS(=O)(=O)c1cccs1)c1ccccc1 (stereo not drawn) | 16.4% |
| CCc1ccc(S(=O)(=O)Nc2cc3c(C(=O)OC)c(COC)oc3c3ccccc23)cc1 | -17.0% |
| COCCN1C(=O)c2cccn2CC1CNS(=O)(=O)Cc1ccccc1F (stereo not drawn) | -17.4% |
| O=C(c1n[nH]c(=O)c2ccccc12)N1CCC(Cc2noc(-c3ccncc3)n2)C1 (stereo not drawn) | 29.2% |
| O=C(COc1ncnc2c(Cl)cc(Cl)cc12)Nc1ccc(Cl)cc1 | -1.4% |
| Cc1cn2nc(C(=O)N3CCC(C(=O)NC4CCCC4)CC3)cc2c(=O)[nH]1 | -4.8% |
| COc1ccc(OC)c(CNC(=O)c2ccc3nc(C(C)C)oc3c2)c1 | ? |
| Clc1ccc(CNc2n[nH]c(-c3ccco3)n2)c(Cl)c1 | 15.4% |
| O=C(Nc1ncn[nH]1)c1ccc(Cl)c(S(=O)(=O)N2CCCCC2)c1 | -2.2% |
| COc1cccc(CC(=O)Nc2nc(-c3ccc(OC)c(OC)c3)cs2)c1 | 22.2% |
| Cc1noc(-c2ccccc2Cl)c1C(=O)NCc1ccc(F)cc1F | -19.1% |
| COc1ccc(-c2oc3ncn4nc(-c5ccc(Cl)cc5)nc4c3c2-c2ccc(OC)cc2)cc1 | -18.2% |
| CN1CC(=O)N(c2ccccc2)Cc2c(NCc3ccc(F)cc3)ncnc21 | -5.5% |
| CCc1cccc(NC(=O)c2nnn3cc(C)[nH]c(=O)c23)c1 | 14.2% |
| Cc1noc(C(C)N2CCC(c3ccnn3CCO)CC2)n1 (stereo not drawn) | 17.4% |
| COCc1nnc(NC(=O)CC[C@H]2NC(=O)c3ccccc3NC2=O)s1 | -30.2% |
| CCN(CC)c1nc2c(-c3cccc(Br)c3)nnn2c2ccccc12 | ? |
| CC(CCN1CCC(C(O)(c2ccccc2)c2ccccc2)CC1)Oc1cccc(Br)c1 (stereo not drawn) | -7.3% |
| CN1CCN([C@H]2[C@@H]3OC[C@@H](O3)[C@@H](NCc3ccc(-c4ccccc4)cc3)[C@@H]2O)CC1 | -2.4%[86.2 µM] |
| COc1ccccc1-c1ccc2ncc(Nc3cccc(N[S+](C)(=O)[O-])c3)n2n1 | ? |
| COc1ccccc1CNC(=O)c1ccc2c(c1)nc(C)n2-c1ccccc1OC | -5.7% |
| COCC(=O)NCCC1CCN(C(=O)Nc2ccc(F)cc2)CC1 | -10.5% |
| C=CCN1CN(CCc2ccccc2)CNC1=S | -1.9% |
| COc1cc(NC(=O)c2cc3ccc4cccnc4c3[nH]2)cc(OC)c1OC | -11.6% |
| Cn1cnc2c1c(=O)n(CC(=O)Nc1ccccc1C(=O)N1CCCCC1)c(=O)n2C | 14.6% |
| Cc1ccccc1C(=O)N1CCC2(CC1)NC(=O)N(c1cccc(F)c1)N2 | 4.3% |
| C=CCN(CC=C)C(=O)Nc1cccc(C(C)=O)c1 | 20.8% |
| COCCN1Cc2nc(Nc3ccc(C(F)(F)F)cc3)ccc2OCC1=O | 25.1µM* |
| CCC(C)OC(=O)COc1ccc2c(=O)c(Oc3ccccc3Cl)coc2c1 (stereo not drawn) | 8.8% |
| O=C(CN1CCCCCC1)NCC1Cn2cccc2C(=O)N1Cc1ccccc1 (stereo not drawn) | -26.5% |
| Cc1oc(-c2ccccc2)nc1CNC(=O)Nc1ccccc1Cl | 35.5%[activator] |
| C1=C(CCNc2ncncc2-c2nc(-c3ccccc3)no2)CCCC1 | 28.2µM* |
| CCCOC(=O)c1ccc(NC(=O)NC(c2cccc(F)c2)c2nccn2C)cc1 (stereo not drawn) | -3.2% |
| COc1ccc(NC(=O)Cn2cccc2-c2nc(-c3ccc4c(c3)OCO4)no2)cc1OC | 5.3% |
| CC(=O)N1CCC(Cc2noc(C3CCOCC3)n2)C1 (stereo not drawn) | -9.9% |
| CC(C)(C)CC(=O)N1CC[C@@H](CC(=O)O)[C@@H](CCN2CCN(c3cccc(C(F)(F)F)c3)CC2)C1 | 5.0% |
| Cc1ccc(Nc2nc(-c3ccccc3)cs2)cc1C | -2.6% |
| CN(C)Cc1cn(C[C@H]2C[C@@H](NC(=O)Nc3ccc4c(c3)OCCO4)[C@H](O)[C@@H]2O)nn1 | 5.0% |
| COc1ccc(Br)cc1CNC(=O)c1ccc2c(c1)nc1n2CCC(C)C1 (stereo not drawn) | 0.0% |
| CS(=O)(=O)c1ccc(C(=O)OCc2c(F)c(F)c(F)c(F)c2F)cc1 | 24.3% |
| Cc1ccccc1NC(=O)CSc1nc(O)cc(=O)n1C | 8.9% |
| CC(C)NC(=O)NC(=O)C(C)N(C)Cc1ccccc1 (stereo not drawn) | 6.6% |
| Cc1ccc(NC(=O)C(C)C)cc1C | 18.1% |
| O=C(NC1CC1)c1cccn2nccc12 | 35.5µM* |
| CC1=C(C(=O)Nc2cc(C)ccc2C)C(c2cccc3ccccc23)NC(=S)N1 (stereo not drawn) | ? |
| CC(CNC(=O)C1CCN(Cc2cc3ccccc3n2Cc2ccccc2)CC1)c1ccccc1 (stereo not drawn) | -27.3% |
| COc1ccc2c(CNc3ccc(N(C)C(C)=O)cc3)cc(=O)oc2c1 | -6.4% |
| Cc1c(C(=O)N(Cc2nc3ccccc3c(=O)[nH]2)C(C)C)oc2ccc(Cl)cc12 | -4.1% |
| Cc1ccc(Cl)cc1NS(=O)(=O)c1cc(-c2ccno2)oc1C | -8.4% |
| COc1ccccc1NC(=O)CN1CCC(O)(c2ccc(C)cn2)CC1 | 42.6%[activator] |
| CC(NC(=O)c1ccccc1F)C(C)(C)C (stereo not drawn) | 15.8% |

Additional results.
| canonical_smiles | KDM5B inhibitor |
| --- | --- |
| CCCCN1C(=O)C(NC(=O)c2ccc(C(C)(C)C)cc2)(C(F)(F)F)C(C(=O)OC)=C1C (stereo not drawn) | ? |
| CCCCC(=O)Nc1ccccc1CC | 7.4% |
| COCCn1ncc(N2CCCC(CC(=O)N(C)CCc3ccccn3)C2)cc1=O (stereo not drawn) | 27.4% |
| CCN1C(=O)CCC2(C(=O)N3CCc4ccccc4C3)CCCC=C12 (stereo not drawn) | -5.3% |
| CC(=O)N1CCC2(CC1)OC(=O)N(Cc1ccccc1)C2(C)c1cccnc1 (stereo not drawn) | 16.6%[86.2 µM] |
| O=c1[nH]c(C2CCCN(Cc3ccccc3)C2)nn1-c1ccc(Cl)cc1 (stereo not drawn) | -14.8% |
